Assay outcomes (PubChem BioAssay)
KCNH2 WT inh – qHTS for Inhibitors of KCHN2 3.1: Wildtype qHTS; Voltage-gated inwardly rectifying potassium channel KCNH2 (Homo sapiens), Q12809; U2OS, BacMam KCNH2, thallium flux FluxOr; hits give low values; activity change, % at 1.84 µM; actives 0.37% (n = 340,000);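 active = maximum activity change below -70%; inconclusive = maximum activity change between -70% and -50%; inactive = maximum activity change above -50%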; note: % is set by controls: 0 for no effect and ±100 for the full control effect
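U2OS cells transduced with wild-type KCNH2 virus are loaded with FluxOr dye for 45 min, and thallium flux is measured in kinetic reads before and after stimulation buffer. Rate constants are normalized to DMSO controls.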
MLL CXXC-DNA inh – qHTS Fluorescence Polarization Assay for Inhibitors of MLL CXXC domain - DNA interaction. AID 2662, 2010. actives 0.037% (n = 290,000). Histone-lysine N-methyltransferase 2A (Homo sapiens), Q03164. Potency, µM (series often up to 115 µM), for inactives: top-dose activity change, negative = inhibition, most hits filed as inhibitors. MLL-CXXC / FITC-HOXA9 DNA fluorescence polarization; active = well fitted inhibition curve with a large enough effect in the polarisation, with a control signal flat, not every such curve was filed as active; inconclusive = small, poorly fitted or top-dose-only effect, or effect the other way, or a change in a side signal; inactive = no such curve, though single readings can be large or run the other way; the % refers to the polarisation; note: potency is the fitted concentration of half-maximal effect
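Purified MLL-CXXC (added from a 7 uM solution) was preincubated 5 min at ambient with pinned compounds in 50 mM Tris-HCl pH 7.5, 50 mM NaCl, 1 mM DTT, 0.05% BSA. Fluorescein-labeled HOX-A9 DNA (50 nM solution) followed, 30 min, then polarization read.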
Chronic BCR inh – qHTS Assay to Find Inhibitors of Chronic Active B-Cell Receptor Signaling | ABC-DLBCL IkBa-CBG/CBR reporter, luminescence ratio, 4 h | Potency, µM (series often up to 46.1 µM), inactives show top-dose ratio change, negative = lower green/red ratio, most hits filed as inhibitors | actives 0.05% (n = 340,000) | AID 493014, 2011; active = well fitted inhibition curve with a large enough effect in the signal ratio, with a control signal flat, not every such curve was filed as active; inconclusive = small, poorly fitted or top-dose-only effect, or effect the other way, or a change in a side signal; the % refers to the signal ratio;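 note: potency is the fitted concentration of half-maximal effect; plate controls were basal doxycycline-induced cells for no effect and cells given 10 µM MG132 for full effect; MG132 reads +100%, hits lower the ratio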
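Compounds up to 46 uM were incubated four hours with TMD8 cells whose green CBG68 luciferase is fused to IkappaBalpha; red CBR luminescence normalised the signal, and concentration-effect curves were fitted to fusion, red and ratio data.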
Giardia kill – Small Molecules that selectively kill Giardia lamblia: qHTS; Giardia lamblia trophozoite viability; activity change, % at 7.66 µM, hits read low; actives 0.15% (n = 340,000); in the data active = activity change below about -80%; inconclusive = between about -30% and that limit;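 note: parasites exposed to compound for two days anaerobically before the ATP read; % is set by controls: 0 for no effect and ±100 for the full control effect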
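Trophozoite viability was measured as ATP-dependent luminescence, read 15-30 min after reagent addition. Before that, parasites at 100 cells/well were exposed to compounds for 48 h, anaerobically, at 37 deg C.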
TCR act – Activators of T cell receptors: qHTS campaign; primary human leukocytes, anti-CD3, IL-2 HTRF, 48 h; 330,000 tested, under 10 active; Potency, µM (titrated, usually from 9.22 µM), inactives show top-dose activation of IL-2 secretion, most hits filed as activators; AID 504894, 2011; note: % of control where 0% means no effect
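1) Mix primary human leukocytes, a-CD3 beads and compound. 2) Incubate 48 hr. 3) Add HTRF IL-2 reagents (a-IL-2-K, a-IL-2-d2).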
AT treatment – qHTS Assay for Identifying a Potential Treatment of Ataxia-Telangiectasia | AID 485349, 2010 | Potency, µM (highest dose often 57.5 µM), for inactives: at the top dose activation, most hits filed as activators | […] A-T fibroblasts, KAP-1 phosphorylation AlphaLISA; neocarzinostatin DNA damage 30 min before lysis | actives 0.19% (n = 320,000); note: potency is the fitted concentration of half-maximal effect; % of control where 0% means no effect; nearly all actives have a fitted effect of over 45% in size
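hTERT-immortalized A-T patient fibroblasts ([…]), 500 cells/well in OPTI-MEM, 1% FBS, got compounds for 60 min, then NCS for 30 min at 37C. Lysates were then assayed for phospho-KAP-1 by AlphaLISA (anti-pKAP1 donor, anti-KAP1 acceptor beads), 6 hr at 25C.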
Tb PFK inh – qHTS Assay to Find Inhibitors of T. brucei phosphofructokinase | AID 485367, 2010 | actives 0.17% (n = 330,000) | Potency, µM (titrated, usually from 57.5 µM), without a hit: top-dose activity, negative = inhibition, usual class: inhibitors | T. brucei PFK, ADP-Glo luminescence;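 note: potency is the fitted concentration of half-maximal effect; 0% = uninhibited 1x PFK enzyme wells and -100% = no-enzyme wells; nearly all actives have a fitted effect of over 60% in size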
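Compounds were pin-transferred as a titration series up to 57 uM into substrate buffer (0.5 mM F6P, 0.1 mM ATP, pH 8.0), then 1.25 nM PFK was added and reactions ran 45 min before ADP-Glo detection.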
GALK inh – qHTS Assay for Inhibitors of Human Galactokinase (GALK). Potency, µM (series often up to 57.5 µM), for the others: at the highest dose activity change, negative = inhibition, most hits filed as inhibitors. Purified GALK, Kinase-Glo residual ATP luminescence. AID 1868, 2009. actives 0.007% (n = 270,000); note: potency is the fitted concentration of half-maximal effect; % is set by controls: 0 for no effect and ±100 for the full control effect
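Human GALK (5 nM) with 35 uM ATP and 100 uM galactose in 20 mM HEPES pH 8.0, 5 mM MgCl2, 60 mM NaCl, 1 mM DTT, 0.01% BSA. After 1 h at room temperature, leftover ATP was read by Kinase-Glo Plus luminescence.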
FBPA coupling cs – qHTS Assay for Inhibitors of Fructose-1,6-bisphosphate Aldolase from Giardia Lamblia: Coupling assay counterscreen; coupling enzyme system counterscreen, AmpLite Red fluorescence; activity change, negative = inhibition, % at 58.2 µM, hits read low; actives 0.67% (n = 290,000); in the data active = activity change below about -30%; note: % is set by controls: 0 for no effect and ±100 for the full control effect
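Final compound at 57.5 uM, incubated 10 min at RT with coupling enzyme reagent (glyceraldehyde-3-phosphate), then 20 min with substrate and AmpLite Red detection. Fluorescence read at 525/598 nm; tests interference with the coupling assay, not aldolase inhibition.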
TSHR antag – Antagonists of the Thyroid Stimulating Hormone Receptor: HTS campaign; TSHR-expressing cells, TSH-stimulated cAMP HTRF, 2 h; hits give low values; actives 0.2% (n = 330,000); AID 504810, 2011; activity change, negative = inhibition, % at 11.5 µM; Thyrotropin receptor (Homo sapiens), P16473;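 active = activity change below a set negative limit, meaning inhibition stronger than a set level, cut at about -70% in these data; inconclusive = activity change between two set negative limits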; note: % is set by controls: 0 for no effect and ±100 for the full control effect
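Antagonism was scored as loss of TSH-driven cAMP in TSHR cells, stimulated with 4nM TSH (EC80) for 2 hours at 37 deg C and detected by homogeneous HTRF competition immunoassay.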
Active calls of the source: *; i = inactive; ? = inconclusive; . = not tested or not shown; & = joins results of further samples; [ ] = dose if it differs, or a comment. Unless noted, calls come from the whole dose curve; as a rule, active = well fitted curve in the direction sought with a large enough effect; inconclusive = small, poorly fitted or top-dose-only effect, or another doubt; inactive = no such curve, though single readings can be large; an effect the other way counts as inactive or inconclusive.

Under each structure: KCNH2 WT inh	MLL CXXC-DNA inh	Chronic BCR inh	Giardia kill	TCR act	AT treatment	Tb PFK inh	GALK inh	FBPA coupling cs	TSHR antag
> NS(=O)(=O)c1ccc(NC(=S)NCc2ccccc2)cc1
→ 3	-1%	7%	2	1%[46.1 µM]	4%	-26%	2%	0	0
> Cc1ccc(NC(=S)NCc2ccc3c(c2)cc(C)n3C)c(C)c1
→ .	5%	-2%	-4	-48%	-1%	4%	1%	-1	10
> CC(OC(=O)c1cc(Br)ccc1O)C(=O)Nc1ccc(S(=O)(=O)N2CCCC2)cc1 (stereo not drawn)
→ -3	.	-19%	5	2%	8%	-4%	.	.	-33
> Cc1onc(-c2c(F)cccc2Cl)c1C(=O)OCc1nnc(-c2ccccc2)o1
→ -11	.	-2%	-6	-3%	11%	-1%	.	.	-15
> O=C(CS(=O)(=O)c1ccccc1)Nc1ccc(S(=O)(=O)Nc2ccccn2)cc1
→ .	3%	-2%	17	-3%	0%	0%	13%	3	8
> COc1ccccc1C(=O)NNC(=O)c1nn(Cc2ccccc2)c(=O)c2ccccc12
→ 11	0%	?	28	5%	-4%	3%	1%	1	18
> Cc1ccc(CNC(=O)C2CC2c2ccccc2)cc1 (stereo not drawn)
→ 0	-4%	?	-9	7%[46.1 µM]	0%	3%	1%	0	2
> O=c1cnc2ccccc2n1Cc1ccc(Br)cc1
→ 0	-1%	-2%	-13	1%	0%	-7%	12%	0	-6
> COc1ccccc1CNC(=O)COC(=O)Cc1c[nH]c2ccccc12
→ -9	.	-3%	3	1%	9%	?	.	.	-6
> O=C(Cn1cccc1C(=O)c1ccccc1)NCc1cccc(Cl)c1
→ .	5%	-8%	-7	-11%	-2%	3%	1%	-1	22
> CN(CC(=O)NC1CCCCC1)S(=O)(=O)c1cccc2nsnc12
→ -7	0%	?	-10	1%	-4%	-7%	-3%	1	21
> CC1CCCN(c2ccc3nc4ccccc4c(=O)n3n2)C1 (stereo not drawn)
→ -13	4%	?	?	3%	2%	-12%	0%	-3	-7
> COc1ccc(OC)c(NC(=O)NCCc2c[nH]c3ccccc23)c1
→ 3	2%	?	5	-1%	0%	0%	-2%	0	-6
> O=C(CCCCCn1c(=S)[nH]c2ccc(N3CCOCC3)cc2c1=O)NCc1ccccc1Cl
→ 8	-1%	-15%	-1	.	2%	3%	8%	2	0
> CCc1c(C)sc(NC(=O)Cc2ccccc2OC)c1C(=O)N1CCOCC1
→ 4	-1%	1%	19	-9%	3%	1%	2%	.	24
> COc1ccc(C(=O)N/C(=C\c2cn(C)c3ccccc23)C(=O)N2CCOCC2)cc1
→ 0	35%[activator]	-2%	-2	0%	-4%	-5%	-8%	.	-5
> Cc1cccnc1NC(=O)c1cc2c(=O)oc3ccccc3c2s1
→ -6	-3%	-2%	25	0%[46.1 µM]	0%	-3%	0%	3	5
> O=[N+]([O-])c1ccc(Cl)c(/C=N/N2CCN(Cc3ccccc3)CC2)c1
→ 1	1%	10%	7	-4%	-1%	1%	-3%	.	-24
> COC(=O)c1ccccc1NC(=O)c1ccc(F)cc1
→ 1	3%	-3%	-8	-3%	9%	-3%	.	0&-2	-3
> Cc1ccc(N2C(=O)CN(Cc3ccccc3)C2=S)cc1C
→ -3	5%	-2%	8	-6%	2%	-4%	.	1	-11
> CCOc1ccc2[nH]c(=O)c(CN(Cc3ccc(F)cc3)C(=O)N3CCCC3)cc2c1
→ -1	5%	4%	-10	-7%	3%	-2%	2%	0	3
> COc1ccc(C2c3[nH]c4ccccc4c3C[C@H]3C(=O)N(c4ccccc4C(=O)NCCN4CCOCC4)C(=O)N23)cc1 (stereo partly drawn)
→ -1	-7%	3%	-28	0%	0%	-5%	.	3	2
> COC(=O)c1ccc(CS(=O)(=O)c2ccccc2C)o1
→ 9	-5%	3%	-10	2%	0%	-1%	0%	-2	-6
> S=c1[nH]c(-c2ccc(Br)cc2)cn1CCc1ccccc1
→ 0	7%	?	8	-7%	-2%	-4%	4%	8	-6
> Cc1occc1C(=O)N/N=C/c1cccs1
→ -6	10%	?	-27	5%	-1%	-3%	0%	.	-3
> COc1cc(C(=O)NCCC(=O)NC(C)C)cc(OC)c1OC
→ -2	2%	3%	-13	-1%	1%	0%	-1%	0	6
> N=c1n(CCO)c2ccccc2n1Cc1ccc(Cl)cc1
→ 15	7%	?	-13	0%	6%	-23%	1%	3	-2
> C=CCn1c(SC(C)C#N)nc2sc(CC)cc2c1=O (stereo not drawn)
→ 0	1%	18%	3	-5%	-1%	-2%	4%	-1	8
> CC(C)(C)[C@@H]1C=C(C(=O)NC2CC2)O[C@H](OCc2ccc(CO)cc2)C1
→ 1	-16%	?	3	-1%	-5%	0%	8%	-2	-2
> CN(C)c1nc2c(c(=O)n(C)c(=O)n2C)n1Cc1ccccc1
→ 14	-11%	0%	2	-8%	-3%	0%	7%	-2	-12
> O=C(CCCc1ccccc1)N1CCN(c2ccc([N+](=O)[O-])cc2)CC1
→ -12	-4%	10%	-2	4%	2%	3%	-1%	1	-12
> COc1ccc(Nc2nc(S(=O)(=O)c3ccc(C)cc3)c(Cl)s2)cc1
→ -25	-11%	?	-10	-2%[46.1 µM]	-5%	3%	-2%	-5	-31
> CN(C(=O)CS(=O)(=O)Cc1ccccc1Cl)c1ccccc1
→ i	1%	-7%	-17	-3%	2%	-15%	1%	-1	-5
> COC(=O)CN(C#N)c1nc(NC(C)C)nc(NC(C)C)n1
→ .	1%	0%	1	7%	1%	-3%	4%	1	7
> Cc1ccc(SCCNC(=O)/C=C/c2cccc([N+](=O)[O-])c2)cc1
→ -5	-3%	?	3	-3%[46.1 µM]	3%	0%	0%	-3	-17
> CNC(=O)CN(c1ccc(Oc2ccccc2)cc1)S(=O)(=O)c1ccc(C)cc1
→ 0	4%	3%	15	0%	-2%	1%	-5%	.	3
> CC1=C(C(=O)Nc2ccc(C)cc2)C(c2ccc(N(C)C)cc2)NC(=O)N1 (stereo not drawn)
→ -24	1%	21%	4	-6%[46.1 µM]	-1%	0%	-4%	1	2
> O=C(CN1CCCCC1)Nc1nc(-c2ccccc2)cs1
→ 5	0%	1%	-4	2%	-5%	1%	5%	3	-6
> CCC(=O)Oc1cccc(C(=O)Nc2ccc(-c3nnc(-c4ccco4)o3)cc2)c1
→ 16	13%	8%	7	-2%	19%	3%	3%	5	-6
> O=C(CN(CC1CCCO1)C(=O)CNS(=O)(=O)c1ccc(F)cc1)NCc1ccccc1 (stereo not drawn)
→ 0	13%	0%	7	5%	-3%	-3%	-2%	2	7
> Oc1ccc(/C=N/N=C(c2ccccc2)c2ccccc2)c(O)c1O
→ 1	3%	8%	13	2%[46.1 µM]	-2%	?	-2%	-17	2
> Cc1cc(S(=O)(=O)Nc2nc(CN3CCOCC3)nc3sc4c(c23)CCC4)cc(C)c1C
→ -7	.	2%	-2	3%	5%	-28%	.	.	5
> CCOC(=O)CCc1c(C)nc(SCCN2CCCC2)c(C#N)c1C
→ 28	-5%	1%	-1	.	5%	0%	2%	6	13
> O=S(=O)(Cc1ccccc1)N1CCN(C2Cc3ccccc3C2)CC1
→ -1	5%	21%	37[activator]	0%	-4%	1%	1%	3	2
> COC(=O)c1cc(=O)cc(C(=O)OC)o1
→ 7	-1%	-14%	-2	3%[46.1 µM]	-1%	1%	2%	1	-5
> CCOc1cc(Br)c(COc2ccc(C)nc2[N+](=O)[O-])cc1OCC
→ 1	-5%	14%	-9	14%	3%	0%	17%	0	-12
> CCNc1nc(NC(C)(C)C)nc(N(CC)n2cnnc2)n1
→ -16	-9%	-1%	2	9%	-4%	1%	-3%	0	4
> O=C(NCCc1ccc(Cl)cc1)C1CCN(S(=O)(=O)c2cccs2)CC1
→ -4	1%	?	-9	0%	0%	3%	0%	3	-17
> COc1ccc(Cn2nc(C)n(N(C)c3ncc(C(F)(F)F)cc3Cl)c2=O)cc1
→ 10	-1%	-9%	-3	-7%	1%	3%	-1%	0	-10
> CCCSC1=NN2CCCC(=O)N=C2S1
→ 3	-8%	?	29	-2%	-2%	-2%	-3%	2	0
> O=C(NCc1ccccc1)c1ccc(=O)[nH]n1
→ -5	-2%	-2%	15	-3%	5%	1%	3%	0	12
